From PubChem BioAssay
E-selectin induc = E-selectin induction in HUVECs, primary screen, imaging, HUVEC, immunofluorescence imaging, single point. 0.37% of 260,000 active. normalized: neutral wells 0, TNF-alpha wells 100. activation, % at 7.58 µM;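 active = mean E-selectin-positive cell signal at least 10% of the positive control, reached in at least 60% of replicates, without over 20% cell loss; inconclusive = no rule given, readout overlaps actives, possibly toxicity-flagged; inactive = the rest, including those meeting only one limit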;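 note: in these data hits start at about 27%; measured in HUVEC primary endothelial cells; signal is the percent of cells scored E-selectin positive by PE staining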
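Read-out: % PE-positive cells | Test system: HUVEC | Doses: One compound dose added by pin transfer | Buffer or medium: EGM-2 over gelatin coat | Signal: Immunofluorescence imaging | Benchmarks: TNF-alpha, DMSO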
DENV2 CPE = inhibitors of DENV2 cytopathic effect, primary screen, cell-based, plate reader, single concentration. AID 651640, 2012. CPE inhibition, % at 9.99 µM. DENV2-infected cells, cytopathic effect rescue. 1.7% of 350,000 active; in the data active = CPE inhibition above about 20%, passing the limit was not always enough; inconclusive = no clear call, values can overlap the other calls; tested in BHK-21 cells;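 note: 0% = median of neutral control wells and 100% = median of positive control wells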
Xi reactivation = activators of inactive X chromosome reactivation, primary screen, imaging, XiGFP fibroblasts, GFP high-content imaging, set 2 | XiGFP mouse fibroblasts, % GFP-positive cells imaging, 3 d; cells co-treated with 5-aza-dC sensitizer; scaled so ellipticine positive control = 100% | activation, % at 7.58 µM | 0.055% of 360,000 active | AID 743238, 2013;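 active = mean normalized replicate activation at least 10% and every replicate at or above 10%; inconclusive = only one of the two criteria met; inactive = mean below 10% and not all replicates reach 10%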;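 note: 0% = median of on-plate neutral control wells and 100% = ellipticine 6 µM median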
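Assay system: SV40-immortalized XiGFP fibroblast cells, line 68-5-11; buffer or medium: DMEM plus 5-aza-dC sensitizer; compound: one concentration, pinned; timing: compounds 3 days, fix/stain 15 min at room temperature; benchmarks: positive control ellipticine, 6 µM final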
INS-1E GSIS act = GLuc luminescence reporter in INS-1E cells, primary screen for activators of glucose-dependent secretion of insulin; 0.61% of 370,000 active; AID 743287, 2014; INS-1E GLuc reporter insulin secretion, 2-3 h; activation, % at 16.6 µM;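 active = lowest replicate activation of at least 40%, so every replicate reaches that level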;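 note: 0% = median of neutral control wells and 100% = median of IBMX positive control wells; some compounds called inactive have numbers as strong as hits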
CFTR F508del cor = F508del CFTR correction, initial screen, CFBE line, single point; CFBE cells, YFP halide quenching; stimulated with forskolin plus potentiator P3; % fluorescence drop versus neutral controls; activity (quench increase), % at 7.58 µM; 0.36% of 350,000 active;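 active = mean added fluorescence quench of at least 8% versus neutral control, with both replicates also reaching 8%; inconclusive = only one of the mean or replicate conditions met; inactive = mean below 8% and not both replicates reaching 8%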;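 note: cells transiently co-express mutant CFTR-F508del with the halide-sensitive YFP; corrector assay measuring rescue of mutant channel to the surface after 24 h compound exposure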
RAD52 anneal inh = RAD52 DNA annealing inhibitors, primary screen, biochemical, FRET, single point, set 2 | DNA repair protein RAD52 homolog (Homo sapiens), P43351 | recombinant RAD52 DNA annealing, FRET fluorescence | inhibition, % at 18.7 µM | 0.46% of 360,000 active;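 active = every replicate showing at least 50% inhibition; inconclusive = mean inhibition at least 50% but not in every replicate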
RAD54 branch = inhibitors of human RAD54 branch migration, primary screen, biochemical, fluorescence, single point. DNA repair and recombination protein RAD54-like (Homo sapiens), Q92698. RAD54 Holliday junction branch migration, FAM/BHQ fluorescence. inhibition, % at 10.4 µM. 0.14% of 360,000 active;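 active = mean normalized replicate activity at least 40 and at least half of replicates scoring 40 or more; inconclusive = only one of the two criteria met; inactive = mean below 40 and under half of replicates reaching 40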;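 note: 0% = median of neutral control wells and 100% = median of positive control wells; inhibitors cause a drop in the FAM fluorescence signal; in these data hits start at about 50%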
Target sequence (Q92698 whole entry, looked up): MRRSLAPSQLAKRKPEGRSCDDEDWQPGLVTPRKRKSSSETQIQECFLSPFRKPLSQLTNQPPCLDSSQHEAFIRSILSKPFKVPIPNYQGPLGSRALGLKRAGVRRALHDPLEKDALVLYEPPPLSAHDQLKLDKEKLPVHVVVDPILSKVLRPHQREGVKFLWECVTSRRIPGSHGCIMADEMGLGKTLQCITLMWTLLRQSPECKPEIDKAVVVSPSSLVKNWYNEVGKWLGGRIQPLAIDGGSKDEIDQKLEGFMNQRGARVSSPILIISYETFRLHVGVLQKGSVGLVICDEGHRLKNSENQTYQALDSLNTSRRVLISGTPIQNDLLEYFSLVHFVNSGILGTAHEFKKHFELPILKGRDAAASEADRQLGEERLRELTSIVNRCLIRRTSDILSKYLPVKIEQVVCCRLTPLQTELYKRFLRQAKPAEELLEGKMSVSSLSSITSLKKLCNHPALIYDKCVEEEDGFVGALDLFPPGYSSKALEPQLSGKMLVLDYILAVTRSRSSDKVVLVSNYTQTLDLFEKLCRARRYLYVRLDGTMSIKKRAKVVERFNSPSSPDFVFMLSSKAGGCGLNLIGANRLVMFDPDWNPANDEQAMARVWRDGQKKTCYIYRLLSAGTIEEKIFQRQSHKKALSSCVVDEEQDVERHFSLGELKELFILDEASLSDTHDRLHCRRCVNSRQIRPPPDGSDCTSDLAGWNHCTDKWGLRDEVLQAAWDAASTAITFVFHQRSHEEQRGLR
CASP6 VEID inh = human caspase-6 inhibitors, primary screen, biochemical, VEID-R110 fluorescence, single point, set 2; P55212; purified caspase-6, Z-VEID-R110 cleavage fluorescence; inhibition, % at 12.5 µM; 0.53% of 350,000 active;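 active = mean inhibition across replicates at least about 35%, with every replicate also reaching that limit, limit read from the data; inconclusive = only one of the two criteria met; inactive = neither criterion met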;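 note: 0% = median of neutral control wells and 100% = no fluorescence left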
Target sequence (P55212 24-179 limits assumed): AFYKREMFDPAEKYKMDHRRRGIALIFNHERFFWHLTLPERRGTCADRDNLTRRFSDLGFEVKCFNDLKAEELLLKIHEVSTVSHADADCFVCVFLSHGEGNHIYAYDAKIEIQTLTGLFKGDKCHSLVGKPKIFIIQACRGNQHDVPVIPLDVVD
Target sequence (P55212 194-293 limits assumed): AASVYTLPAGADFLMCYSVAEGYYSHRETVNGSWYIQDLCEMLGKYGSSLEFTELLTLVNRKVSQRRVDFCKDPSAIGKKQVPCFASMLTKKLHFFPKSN
Active calls of the source: *; ? = inconclusive; nt = no result given. No enrichment for hits; overall some 3.7% were active at least once.

SMILES	E-selectin induc	DENV2 CPE	Xi reactivation	INS-1E GSIS act	CFTR F508del cor	RAD52 anneal inh	RAD54 branch	CASP6 VEID inh
Cc1cccc2nnc(-c3ccccc3)n12	-0.1	-3	0.3	26	1.9	-15	-3	-1
Cc1c([N+](=O)[O-])cc(C(=O)Nc2ccc(Cc3ccncc3)cc2)cc1[N+](=O)[O-]	-0.1	-4	-0.1	0	1.7	-13	nt	-1
O=C(Cc1ccccc1)N1CC(=O)N2[C@@H](CO)[C@H](c3ccc(C#Cc4ccccc4)cc3)[C@@H]2C1	-0.2	24*	0.1	9	3.8	-23	nt	1
CCCn1c(CN2CCN(C(=O)OCC)CC2)nc2cc(NC(=O)C(C)C)ccc21	0.3	2	0.2	2	7.5	-10	7	-1
COc1ccc2c3c([nH]c2c1)C1CC2C(CC(O)C(OC)C2C(=O)O)CN1CC3 (centres undefined)	nt	-5	nt	nt	3.6	-128	-7	13
O=C(CSC(=S)N1CCCC1)c1ccccc1	-0.2	-3	-0.1	nt	-1.7	-20	-3	-2
CCCN(CCC)S(=O)(=O)c1ccc(C(=O)NCc2ccco2)cc1	nt	-5	0.0	-5	0.4	-16	-7	-2
CNC[C@H]1Oc2cc(C#CC3CCCCC3)ccc2S(=O)(=O)N([C@@H](C)CO)C[C@H]1C	-0.4	10	-0.8	43	-4.2	-7	-1	-3
CCC(=O)N1C[C@@H](C)[C@H](OC)CN(C)C(=O)c2cc(NC(=O)Nc3cccc(F)c3)ccc2OC[C@H]1C	0.0	9	-0.5	-26	0.4	18	9	0
CCOC(=O)C1=C2c3ccc4ccccc4c3CC(C)(C)N2C(=O)C1=O	-2.9	3	0.2	5	1.0	-9	-31	4
COc1cccc(Nc2nnc(SCC3CCCCO3)s2)c1 (centres undefined)	3.8	2	-0.1	0	-1.1	-18	nt	0
Cc1ccsc1-c1nc(CN2CCN(C)C(=O)[C@@H]2C)c(C)o1	nt	-7	0.0	13	-4.7	-24	nt	5
CC1=C(C(=O)OCc2ccccc2)C(c2ccc(C(F)(F)F)cc2)NC(=O)N1CCCCCC(=O)O (centres undefined)	-0.1	-16	0.0	-14	2.1	-18	-8	4
COc1ccc(-c2ccc(CN3C(C(C)C)C(=O)N(Cc4cn(CC5CCCCC5)nn4)CCS3(=O)=O)cc2)cc1 (centres undefined)	0.1	-3	0.0	0	2.7	-6	-3	0
C=CCN(CC(=O)NC1CC1)S(=O)(=O)c1cccc(C(F)(F)F)c1	-0.3	0	0.1	-6	-2.7	-11	-5	-2
O=c1oc2c(CN3CCOCC3)c(O)c(Cl)cc2c2c1CCCC2	nt	nt	nt	-2	nt	-14	-11	7
S=c1[nH]nc(-c2c[nH]c3ccccc23)o1	0.0	1	0.1	-1	2.5	-4	-11	-2
COCCN(CCOC)c1ncnc2c1cnn2-c1ccccc1	1.1	-9	0.0	nt	3.5	-1	-9	0
Cc1cccc(N(C(=O)Cn2nnc3ccccc32)C(C(=O)NC(C)(C)C)c2ccsc2)c1 (centres undefined)	nt	24*	nt	8	-3.0	4	-6	0
CCC(=O)N1[C@@H]2c3ccc(C4=CCCCC4)c(=O)n3C[C@H]1[C@H](CO)[C@H]2C(=O)N[C@H](C)c1ccccc1	0.2	93*	0.2	-10	2.0	-1	1	4
CNC[C@@H]1Oc2ccc(NS(=O)(=O)c3ccc(C)cc3)cc2CC(=O)N([C@@H](C)CO)C[C@H]1C	21	13	0.0	10	1.1	-5	7	-2
O=C1CCC([N+](=O)[O-])C(c2ccc(-c3ccccc3)cc2)N1 (centres undefined)	0.0	15	0.2	-15	-1.3	-16	nt	7
C/C(=N\NC(=O)c1ccc(Br)cc1)C1C(=O)c2ccccc2C1=O	nt	1	nt	-19	1.5	-21	-4	-2
CN1CCN(c2ccccc2NC(=O)c2ccc3c(c2)OCCO3)CC1	-0.1	1	0.0	9	-1.2	-1	-2	-1

Pulled by compound from the list above:
SMILES	E-selectin induc	DENV2 CPE	Xi reactivation	INS-1E GSIS act	CFTR F508del cor	RAD52 anneal inh	RAD54 branch	CASP6 VEID inh
CCC(=O)N1[C@@H]2c3ccc(C4=CCCCC4)c(=O)n3C[C@H]1[C@H](CO)[C@H]2C(=O)N[C@H](C)c1ccccc1	0.2	93*	0.2	-10	2.0	-1	1	4
S=c1[nH]nc(-c2c[nH]c3ccccc23)o1	0.0	1	0.1	-1	2.5	-4	-11	-2
O=c1oc2c(CN3CCOCC3)c(O)c(Cl)cc2c2c1CCCC2	nt	nt	nt	-2	nt	-14	-11	7

The listing continues:
SMILES	E-selectin induc	DENV2 CPE	Xi reactivation	INS-1E GSIS act	CFTR F508del cor	RAD52 anneal inh	RAD54 branch	CASP6 VEID inh
Cc1c(S(=O)(=O)NC2CCCCC2)c(=O)n(C)c(=O)n1C	-0.3	2	0.2	-9	2.0	1	nt	4
CCCC[C@@H]1C=C(C(=O)O)[C@H](c2ccc(C)cc2)N1S(=O)(=O)c1ccc(C)cc1	0.1	-15	-0.1	-13	-1.4	-14	-7	5
O=C(Nc1ccccc1)N1CC(=O)N2[C@H](CO)[C@H](c3ccc(C#CC4CC4)cc3)[C@H]2C1	0.2	8	0.1	-23	-1.5	7	nt	2
COc1ccc(S(=O)(=O)N(C)C[C@H]2OCCCC[C@@H](C)Oc3ccc(NC(=O)c4ccccc4)cc3C(=O)N([C@@H](C)CO)C[C@@H]2C)cc1	0.0	-2	-0.9	17	-2.2	-68	-5	-1
O=C(c1cccc(F)c1)N1CCCCN2[C@H](CO)[C@@H](c3ccc(/C=C/c4ccccc4)cc3)[C@@H]2C1	-0.7	-12	0.1	6	4.8	nt	0	0
Cc1cc(OCC(=O)Nc2ccccc2N2CCCC2)ccc1C(C)C	nt	2	0.2	-3	-2.1	-10	-6	-121
CCCCCCCCN1C(=O)[C@H](CC(=O)NCc2cccc3ccccc23)C[C@@]2(C(=O)OC)CC(C)(C)CC=C12	-0.5	-6	0.3	-9	-2.6	-13	nt	-1
O=C(NC1=NCCS1)C1CCN(S(=O)(=O)c2cc([N+](=O)[O-])ccc2Cl)CC1	nt	-3	0.0	nt	3.1	-10	3	1
Cc1n[nH]c(=O)nc1Nc1ccc(O)cc1	nt	-9	nt	10	2.5	-2	9	9
O=C(C[C@@H]1CC[C@@H](NC(=O)C2CCC2)[C@@H](CO)O1)NCCCN1CCOCC1	-0.2	3	0.4	0	2.1	-11	-4	-1
CSc1ccccc1-c1nnc(NC(=O)Cc2ccccc2)o1	nt	8	0.0	7	-2.1	-15	0	2
CCOC(=O)CC[C@H](NC(=O)Cn1cnc2c(OCc3ccccc3)ncnc21)C(=O)OCC	0.0	27*	-0.1	-15	3.7	-16	2	-1
COC(=O)c1ccc(CN2CCCC(C(=O)Nc3ccc(-c4ccn[nH]4)cc3)C2)cc1 (centres undefined)	-0.3	-7	-0.1	-1	0.1	-11	5	-2
C[C@@H]1CCCCO[C@@H](CN(C)Cc2ccc3c(c2)OCO3)[C@H](C)CN([C@@H](C)CO)C(=O)c2cc(NC(=O)CCC(F)(F)F)ccc2O1	0.0	6	0.2	11	-2.3	19	-9	-2
COc1ccc(CCNC(=O)Cn2cnc3sc(C)c(-c4ccc(F)cc4)c3c2=O)cc1OC	-0.9	7	0.4	-2	-0.6	-48	-5	-3
CC(=O)C(=Cc1ccc(-c2ccccc2)cc1)C(=O)c1ccccc1	-0.2	-3	0.0	6	-1.4	-20	nt	-3
CN(C(=O)COC(=O)c1cc2ccccc2oc1=O)C1CCCCC1	nt	4	0.3	-36	-0.7	-10	-2	-3
CC(C)NC(=O)Nc1ccc2c(c1)C(=O)N([C@@H](C)CO)C[C@@H](C)[C@@H](CN(C)C(=O)NC(C)C)OCCCC[C@H](C)O2	nt	-5	0.2	25	0.6	9	-5	-1
C[C@@H]1CCCCO[C@H](CN(C)S(=O)(=O)c2ccc(Cl)cc2)[C@H](C)CN([C@@H](C)CO)C(=O)c2cc(NC(=O)C3CCCCC3)ccc2O1	0.1	?	0.0	5	-2.3	8	-2	-1
C[C@@H]1CCCCO[C@@H](CN(C)C(=O)c2ccccc2)[C@@H](C)CN([C@@H](C)CO)C(=O)c2cc(NC(=O)Cc3ccccc3)ccc2O1	0.0	7	-0.2	-10	0.8	2	0	0
O=c1c2ccccc2nnn1Cc1ccc2ccccc2c1	4.2	-2	73*	26	1.3	-9	nt	2
CCOc1ccc(S(=O)(=O)Nc2ccc(C(=O)NCC3CCCO3)cc2)cc1 (centres undefined)	nt	8	0.4	-8	-1.3	-5	-8	-3
CN(C)CCCNc1cc(Cl)c(S(=O)(=O)N2CCCCC2)cc1C(=O)O	nt	-1	nt	9	-1.0	-17	-1	-9
C[C@H](CO)N1C[C@H](C)[C@H](CN(C)CC2CCCCC2)OCCCC[C@H](C)Oc2ccc(NC(=O)Nc3ccc(F)cc3)cc2C1=O	-0.1	25*	0.0	-7	0.2	3	1	1
COc1ccc2nc(C)cc(NCc3cccc(C(F)(F)F)c3)c2c1	0.3	1	0.1	-12	-1.9	3	0	1
Cc1c(-c2ccc(F)cc2)nc(N)c(C#N)c1-c1cccnc1	nt	-3	0.0	22	0.6	-13	1	4
CCN(CC)CCNC(=O)c1ccc(NC(=O)c2cn(-c3ccc(F)cc3)nc2-c2cccc(OC)c2)cc1	nt	-5	0.0	20	-0.1	2	-2	-60
COc1cccc(CN2CCN(Cc3cccc(Br)c3)CC2)c1OC	-0.1	12	-0.1	-5	2.2	-4	0	-1
O=C1CCC(N2C(=O)c3ccccc3C2=O)C(=O)N1 (centres undefined)	0.2	9	0.3	-8	-2.8	-2	0	nt
Cc1cc(C(=O)NNC(=O)c2cccc(S(=O)(=O)N3CCOCC3)c2)c2ccccc2n1	1.3	-6	0.0	-5	-1.0	-19	-3	-2
O=C(CCl)Nc1ccc2c(c1)OCO2	nt	4	0.0	-3	nt	3	-5	3
Cn1cnc([N+](=O)[O-])c1Sc1ccncn1	nt	4	0.1	nt	nt	-13	0	1
Cn1c(=O)c(C(=O)COC(=O)c2cc(C(F)(F)F)nc3ccccc23)c(N)n(Cc2ccccc2)c1=O	0.0	-6	-0.1	-2	-2.9	-36	nt	2
C[C@@H]1CN([C@@H](C)CO)C(=O)c2cccc(NC(=O)NC3CCCCC3)c2O[C@H]1CN(C)Cc1ccc(Cl)c(Cl)c1	-0.2	-5	0.0	-11	-3.2	11	0	-4
O=C(Nc1ccc(F)cc1)C(c1ccnc2ccccc12)N1CCN(c2cccc(C(F)(F)F)n2)CC1 (centres undefined)	-0.3	-9	-0.1	-53	-1.2	-6	nt	-2
Cc1noc(C)c1NC(=O)N(C)C[C@@H]1Oc2c(NC(=O)c3nc4ccccc4s3)cccc2C(=O)N([C@H](C)CO)C[C@H]1C	0.1	-3	-0.3	24	-1.5	-6	-9	0
CN1C(=O)C(Br)(Br)CC1c1cccnc1 (centres undefined)	0.5	1	0.4	11	0.9	-21	nt	0
